Rin1-Abl PPI inh: inhibitors of Rin1-Abl protein binding, primary screen, biochemical, TR-FRET | Tyrosine-protein kinase ABL1 (Homo sapiens) + Ras and Rab interactor 1 (Homo sapiens), … | inhibition, % at 7.35 µM | actives 0.4% (n = 360,000) | AID 588664, 2011; in the data active means inhibition above about 5%, passing the limit was not always enough
bovine MsrA act: bovine MsrA enzyme activators, primary screen, biochemical, absorbance, HTS | purified bovine MsrA, absorbance read-out | activation, % at 10.6 µM | actives 0.3% (n = 360,000); in the data active means activation above about 7.5%;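 further: 0% = vehicle and 100% = reference activator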
Tb MetRS inh: T. brucei MetRS inhibitors, primary screen, biochemical, luminescence; AID 624268, 2012; purified T. brucei MetRS, ATP depletion, Kinase-Glo luminescence; inhibition, % at 11.9 µM; actives 0.4% (n = 360,000); methionyl-tRNA synthetase (Trypanosoma brucei brucei);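 active means inhibition above a per-plate cutoff of the control wells' mean inhibition plus 3 SD, cut at about 5.5% in these data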;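 further: 0% = DMSO wells median and 100% = median of wells with control inhibitor compound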
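technique = Kinase-Glo luminescence, ATP depletion format | system = purified MetRS (methionyl-tRNA synthetase) enzyme from Trypanosoma brucei | timing = 15 min preincubation, 2 h reaction, all 25 °C | evaluation = percent inhibition versus plate control medians | dosing = single dose, 11.9 µM final nominal, 0.9% final DMSO | also added = substrates ATP, L-methionine and bulk Escherichia coli tRNA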
eLon inh: inhibitors of E. coli Lon protease, primary screen, biochemical, fluorescence polarization. P0A9M0. purified E. coli Lon protease. actives 0.42% (n = 360,000). inhibition, % at 7.94 µM; in the data active means inhibition above about 13%, passing the limit was not always enough;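 further: 0% = enzyme with probe and DMSO and 100% = no enzyme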
CSN deneddyl inh: inhibitors of CSN-mediated cullin deneddylation, primary screen, biochemical, fluorescence polarization, uHTS | actives 0.38% (n = 360,000) | Purified CSN, SCF-Nedd8-OG deneddylation | inhibition, % at 12.5 µM | AID 651999, 2013 | COP9 signalosome complex subunit 5 (Homo sapiens), Q92905;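 active means pattern-corrected inhibition above about 35%, with an unprinted fluorescence ratio check between 0.5 and 1.5, limit read from the data, passing the limit was not always enough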;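 further: 0% = enzyme with substrate and 100% = substrate without enzyme; some results filed as inactive read as strong as hits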
Target sequence (Q92905 whole entry, looked up, one chain of several): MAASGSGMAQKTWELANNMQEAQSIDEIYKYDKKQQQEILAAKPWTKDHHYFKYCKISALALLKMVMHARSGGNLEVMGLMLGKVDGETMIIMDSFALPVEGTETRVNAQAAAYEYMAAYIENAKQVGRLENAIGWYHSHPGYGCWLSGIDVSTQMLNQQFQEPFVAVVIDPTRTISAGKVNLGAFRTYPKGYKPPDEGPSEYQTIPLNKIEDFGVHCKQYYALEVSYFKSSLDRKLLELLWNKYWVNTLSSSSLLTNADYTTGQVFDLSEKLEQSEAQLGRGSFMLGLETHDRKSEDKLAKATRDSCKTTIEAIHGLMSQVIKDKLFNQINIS
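Assay system: Purified human Csn5 enzyme expressed in HEK293T cells | Amount: Enzyme 0.24 nM | Measured by: Fluorescence polarization readout | Medium: Tris/NaCl/DTT buffer, pH 7.5 | Compound dosing: One concentration, 12.5 µM, 0.25% DMSO | Times: 90 min incubation of compound, enzyme and substrate at room temperature | Control set: no-enzyme wells high, enzyme-with-substrate wells low | Read-out: % inhibition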
PABP1 MLLE inh: inhibitors of PABP1 MLLE–PAM2 peptide binding, primary screen, biochemical, fluorescence polarization, FITC-PAM2, GST-MLLE. actives 0.36% (n = 360,000). Polyadenylate-binding protein 1 (Homo sapiens), P11940. inhibition, % at 20 µM. AID 588489, 2011; in the data active means inhibition above about 35%, passing the limit was not always enough;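 further: plate controls were DMSO wells with GST-MLLE for no effect and wells lacking GST-MLLE protein for full effect; some results filed as inactive read as strong as hits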
Target sequence (P11940 whole entry, looked up): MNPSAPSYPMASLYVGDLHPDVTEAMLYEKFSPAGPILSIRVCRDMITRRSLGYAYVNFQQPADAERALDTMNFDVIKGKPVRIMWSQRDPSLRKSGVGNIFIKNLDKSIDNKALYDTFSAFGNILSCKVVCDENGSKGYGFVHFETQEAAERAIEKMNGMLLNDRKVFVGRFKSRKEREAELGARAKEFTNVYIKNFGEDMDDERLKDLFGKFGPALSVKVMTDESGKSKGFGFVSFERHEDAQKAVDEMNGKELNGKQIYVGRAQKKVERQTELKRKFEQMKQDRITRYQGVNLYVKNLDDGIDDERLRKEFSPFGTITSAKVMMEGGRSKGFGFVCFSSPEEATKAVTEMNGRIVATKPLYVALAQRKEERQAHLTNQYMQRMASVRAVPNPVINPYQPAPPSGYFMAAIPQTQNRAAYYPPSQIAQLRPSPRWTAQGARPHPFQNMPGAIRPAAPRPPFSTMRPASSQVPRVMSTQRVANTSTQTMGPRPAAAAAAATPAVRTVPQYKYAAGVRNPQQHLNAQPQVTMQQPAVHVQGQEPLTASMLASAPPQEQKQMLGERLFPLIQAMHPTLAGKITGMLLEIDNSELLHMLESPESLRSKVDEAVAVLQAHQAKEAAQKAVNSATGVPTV
Neddyl block: inhibitors of cullin neddylation, primary screen, biochemical, TR-FRET, uHTS, NAE and Ubc12; actives 0.58% (n = 360,000); calls only at 25 µM; NEDD8-conjugating enzyme Ubc12 (Homo sapiens) + NEDD8-activating enzyme E1 regulatory …; in the data active means inhibition above about 36%
FAS TE block: FAS thioesterase domain inhibitors, primary screen, biochemical, fluorescence intensity, uHTS; Fatty acid synthase (Homo sapiens), P49327; recombinant FAS-TE, OMFH fluorogenic substrate, fluorescence endpoint; inhibition, % at 15 µM; actives 0.67% (n = 360,000); AID 602261, 2012;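 active means compounds whose normalised, plate-corrected inhibition of enzyme fluorescence in the single-dose primary screen is 50% or more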;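 further: 0% = DMSO with enzyme and 100% = substrate without enzyme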
MsrA inhibitor: bovine MsrA enzyme inhibitors, primary screen, biochemical, absorbance, HTS | Methionine sulfoxide reductase A (Bos taurus) | purified bovine MsrA, absorbance read-out | inhibition, % at 15.5 µM | actives 0.75% (n = 360,000) | AID 651718, 2012; in the data active means inhibition above about 4.5%;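 further: 0% = vehicle wells with enzyme and 100% = reference inhibitor wells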
An asterisk follows results filed as active; i = inactive; nt = no result given; + = active, no number.

The line under a structure holds: Rin1-Abl PPI inh, bovine MsrA act, Tb MetRS inh, eLon inh, CSN deneddyl inh, PABP1 MLLE inh, Neddyl block, FAS TE block, MsrA inhibitor
- Cc1cc(C)n(-c2nc(C)nc(NCc3ccccc3)n2)n1
    0, -10, -0.4, 0, 2, 12, i, -7, 2.9
- Cc1ccc(-c2nnc(NCCCO)c3ccccc23)cc1
    0, -1, -0.2, 6, 1, -15, i, -3, -0.5
- COc1cccc(C(=O)COC(=O)C2CC(=O)N(c3ccc(Oc4ccccc4OC)cc3)C2)c1 (centres undefined)
    0, -1, 0.1, 1, -2, -6, i, 24, 0.1
- CC(C)=CCc1c(O)cc2c(=O)c3ccc(O)cc3oc2c1O
    3, -6, 0.6, 0, 2, -4, i, -30, 0.4
- COc1ccc(/C(C)=N/OC/C(O)=C(\C#N)c2nc3ccccc3[nH]2)cc1
    1, -1, 0.1, 6, 1, -18, i, -8, 0.3
- O=C(CCl)N(CCCNC(=O)C(F)(F)F)c1ccc([N+](=O)[O-])cc1
    2, 0, -0.4, -3, 3, 3, i, 3, 0.3
- CCC(C(=O)NCCCc1ccccc1)n1nc(C)c2c(C)n(-c3ccccc3)nc2c1=O (centres undefined)
    1, -4, -0.7, 11, -5, 0, i, 5, -0.3
- COc1ccc(S(=O)(=O)N2CCOCC2)cc1NC(=O)Cc1c(Cl)cccc1Cl
    -5, 0, 0.4, -20, 3, -23, i, -10, 0.4
- CC(=O)Nc1ccc(S(=O)(=O)NC(CC(=O)NCCC2=CCCCC2)C(C)C)cc1 (centres undefined)
    0, -4, -1.0, -9, -1, -4, i, -6, 1.6
- CC1CCCN(CCCNC(=O)C2CC(=O)N(c3ccc(F)c(Cl)c3)C2)C1 (centres undefined)
    0, -3, -1.6, -3, 2, -5, i, -5, 0.6
- Nc1cccc2nsnc12
    0, -3, 0.0, 1, 5, 1, i, 6, -1.5
- Cc1ccc(OCC(=O)NNC(=O)Cc2ccc(S(=O)(=O)N3CCOCC3)s2)cc1
    -1, -3, -0.2, -31, -2, -22, i, -3, -0.7
- CC1(C)CC(=O)C2=C(C1)c1c(ccc3ccccc13)NC2c1ccc(Br)o1 (centres undefined)
    2, -3, -0.4, -1, -1, 14, +, 19, -0.7
- CC(=O)NC(Cc1cccc(F)c1)C(=O)NC1CCN(C(=O)Nc2ccccc2)CC1 (centres undefined)
    4, -3, -1.1, 4, 5, 1, i, -3, -0.5
- Cc1ccc(C2=N/C(=C\N(C)C)C(=O)O2)cc1
    -1, -7, -1.2, 4, -3, 10, i, -2, 5.2*
- O=C(C1CCCO1)N1CCN(Cc2c(O)ccc3ccccc23)CC1 (centres undefined)
    1, -4, 0.3, 1, 4, 27, i, -4, 3.0
- CN(c1ccc(C(=O)N2CCN(c3ccccc3F)CC2)cc1)S(=O)(=O)c1ccccc1
    -3, -2, 0.4, -9, -2, 4, i, 11, -1.1
- CCOC(=O)c1sc(NC(=O)CSc2nncs2)c(C(=O)OCC)c1C
    -2, -3, -0.2, -7, 0, 10, i, 15, 1.6
- CC(C)CCOc1ccc(C(=O)NCC(c2ccco2)N(C)C)cc1 (centres undefined)
    1, -6, -0.8, 3, 4, -3, i, -4, 0.4
- CC1CCN(C(=O)c2ccccc2NC(=O)Nc2ccccc2)CC1
    -5, -1, -0.6, -6, -3, 17, i, 1, -1.4
- CCc1nc(SCC(=O)N2CCCc3ccccc32)c2oc3ccccc3c2n1
    2, -5, -0.9, -5, -1, 4, i, 23, 0.4
- Cc1ccc(O)c(C(=O)CC(=O)c2cccc(F)c2)c1
    -2, -13, -0.1, 5, -2, -3, i, 8, 2.1
- O=C(Nc1cccc(-c2cccc(Cl)c2)c1)C1CCN(Cc2ccccn2)CC1
    -3, 0, -0.4, -1, 1, -3, i, 4, -1.1
- CCc1cc(=O)[nH]c(SCCc2ccccc2)n1
    -2, -1, 0.0, 1, -1, -1, i, -5, nt
- O=C1C2Sc3[nH]c(=O)sc3C(c3ccccc3)C2C(=O)N1c1ccc(Cl)cc1 (centres undefined)
    -1, -6, -0.5, 4, -1, 29, i, 4, -0.8
- O=C(O)CC1Sc2ccccc2NC1=O (centres undefined)
    -1, -2, -1.5, 11, -1, 17, i, -4, -0.3
- CC(=O)Nc1ccc(C(=O)CSc2nnc(Cn3nnc4ccccc43)n2C)cc1
    1, 2, 0.1, -2, 0, -1, i, -6, 1.4
- CC(C)c1ccc(NC(=O)C2C3C=CC4(O3)C2C(=O)N(CCCN2CCCCC2)C4C(=O)NC2CCCCC2)cc1 (centres undefined)
    3, -2, -0.2, 1, 0, -3, i, -2, 0.1
- Cc1cc(OC(C)C(=O)NCc2ccncc2)c2c(C)cc(=O)oc2c1 (centres undefined)
    2, -1, -0.4, 7, 1, 6, nt, -6, -0.5
- COC(=O)[C@]1(Cc2ccccc2)N[C@H](CN(C)C(=O)COc2ccccc2)[C@@H]2C(=O)N(C)C(=O)[C@@H]21
    3, -2, 0.3, -4, -2, -2, i, -10, 0.4
- Nc1ncnc(Oc2ccccc2F)c1[N+](=O)[O-]
    3, -2, -0.5, -1, 3, 12, i, -5, 1.5
- CC(C)(C)c1ccc2oc(=O)cc(-c3cccc(-c4ccc(C(F)(F)F)cc4)c3)c2c1
    -1, -3, -1.5, -11, -2, 0, i, 17, 0.7
- CCC(=O)Nc1ccc(N2CCN(Cc3ccccc3)CC2)cc1
    -1, -3, 0.2, -3, 2, 1, i, -11, -1.4
- CSc1nnc(NC(=O)c2nc(S(=O)(=O)Cc3ccc(C)cc3)ncc2Cl)s1
    -2, -4, 0.0, 7, -3, 14, i, 3, 0.8
- Cc1ccc(NC(=O)COC(=O)CCc2c[nH]c(=O)[nH]2)cc1
    3, -6, -1.1, 31*, -1, 87, i, -12, 0.4
- C[C@H](CO)N1C[C@H](C)[C@@H](CN(C)S(=O)(=O)c2ccccc2)Oc2ccc(NC(=O)c3ccncc3)cc2C1=O
    -1, -1, 0.1, -17, -2, 11, i, -2, 0.9
- CCOc1ccccc1NC(=O)COC(=O)CN(C)S(=O)(=O)c1ccc(C)cc1
    -2, 3, 0.0, 9, 0, -8, i, 5, 1.5
- Cc1cccn2cc(CNc3ccccc3)nc12
    0, -1, -0.4, -3, -4, 2, i, -6, -0.7
- O=C(Nc1ccc2c(c1)OCO2)c1cnc(Cl)c(Cl)c1
    3, -4, -0.3, 3, -2, -9, i, 2, -0.1
- Cn1ncc(C(N)=O)c1NC(=S)NC(=O)c1ccc(Br)o1
    0, 4, 0.5, 1, -2, 33, i, -4, -1.0
- Cn1nc(-c2ccccc2)cc1NC(=O)CCCC(=O)O
    1, -1, 0.6, 11, -3, 11, i, -7, 1.6
- COc1cc(C)nc(N(Cc2ccccc2)S(=O)(=O)c2ccccc2)n1
    -1, -13, -1.3, -1, -1, 0, i, 21, 5.6*
- CCOC(=O)c1ccc(-c2ccc3c(c2)CCC3)nc1C
    0, 0, -0.7, -2, 1, 4, i, 22, 1.5
- CCn1cc(CN(C)S(=O)(=O)c2cccc([N+](=O)[O-])c2)cn1
    -1, 0, -0.3, -1, -4, 2, i, 1, 0.8
- COC(=O)c1ccccc1NC(=O)c1ccccc1N(C)S(C)(=O)=O
    -1, -2, -1.3, -3, 9, -5, i, -8, -0.8
- Cc1ccc(NC(=O)COc2ccccc2)c(NC(=O)c2ccccc2C)c1
    1, 1, -0.8, -1, -4, 7, i, 2, 0.7
- O=C(NC1CCSc2ccccc21)c1ccc(F)c(S(=O)(=O)N2CCOCC2)c1 (centres undefined)
    2, -12, -0.6, -2, 1, -12, i, 0, -0.4
- Cc1cccc(C(=O)Oc2ccc(/C=N/NC(=O)c3ccc(O)cc3)cc2)c1
    -1, 5, 0.0, 1, -1, 13, i, 3, 0.3
- CN1C(=O)CSc2ccc(NC(=O)NCCC3=CCCCC3)cc21
    -2, -7, 0.0, -17, 1, 4, i, 24, 0.6
- Cc1ccc(-n2c(-c3ccncc3)nnc2-c2cccs2)cc1
    -3, -12, -1.0, -12, 1, -6, i, -7, 1.1
- CC1=C(C(=O)Nc2ccccc2C(=O)NC2CCC(C)CC2)SCCO1 (centres undefined)
    2, -3, -0.1, -8, 0, 4, i, 1, 0.6
- C#CCOCCOCCOCCNc1nc(N2CCN(C(=O)[C@H]([C@@H](C)CC)n3cc([C@@H](N)Cc4ccc(O)cc4)nn3)CC2)nc(N2CCN(C(=O)[C@H](Cc3cc4ccccc4[nH]3)n3cc([C@@H](N)CC(C)C)nn3)CC2)n1
    -2, 1, 0.3, -16, 20, -7, i, -9, nt
- CC(C)C(NS(=O)(=O)c1ccc2c(c1)C(C)(C)C(=O)N2C)C(=O)NCc1ccccc1Cl (centres undefined)
    1, -1, -0.2, -2, -1, -6, i, -8, 0.6
- Cc1cc(NC(=O)COC(=O)c2ccc(S(=O)(=O)C(F)F)cc2)n(-c2ccccc2)n1
    4, -3, -0.2, 3, -3, 0, i, 0, -0.6
- O=[N+]([O-])/C=C1\C=CC=CN1Cc1ccc(Cl)cc1
    -2, -2, -0.7, 8, 3, -13, i, -6, 0.5
- O=C(CSc1nn(-c2ccccc2)c(=S)s1)Nn1cnnc1
    6, -14, -0.5, 3, -2, 11, i, -11, 2.0
- COc1ccc(NC(=O)CCS(=O)(=O)c2ccc3c(c2)oc(=O)n3C)cc1
    2, -4, 0.2, 1, 0, 9, i, -5, -0.5

Screens as filed in PubChem BioAssay.
